High-throughput results deposited in PubChem BioAssay by National Center for Advancing Translational Sciences (NCATS).
PGK inhibitor = inhibitors of T. brucei phosphoglycerate kinase; P07378; PGK/GAPDH coupled, Kinase-Glo luminescence, 60 min; Potency, µM (titrated, usually from 57.5 µM), for inactives: top-dose activity change, negative = inhibition, actives largely listed as inhibitors; hit rate 0.043% among 380,000; AID 602233; also: % is scaled to controls: 0 for no effect and ±100 for the full control effect; nearly all actives have a fitted effect of over 60% in size
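Luminescent ATP detection (Kinase-Glo Plus) follows a 60-minute room-temperature incubation, with wells lacking PGK as controls. Buffer: 100 mM TEA (pH 7.6), 5 mM MgCl2, 0.01% Tween-20. Coupling enzyme GAPDH (100 nM final) supplies unstable 1,3-BPG in-well.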
Pin1 inhibitor = inhibitors of human Pin1; hit rate 0.009% among 390,000; Potency, µM (highest dose often 115 µM), for the others: top-dose activity, negative = inhibition, most hits filed as inhibitors; Pin1 FP peptide displacement, HiFluor488, 10 min; Q13526; active = well fitted inhibition curve with a large enough effect in the polarisation, with a control signal flat, not every such curve was filed as active; inconclusive = small, poorly fitted or top-dose-only effect, or effect the other way, or a change in a side signal; inactive = no such curve, though single readings can be large or run the other way; the % refers to the polarisation; also: % is scaled to controls: 0 for no effect and ±100 for the full control effect
GLS inh = blocks human kidney-isoform glutaminase activity; GLS enzymatic activity, qHTS titration; hit rate 0.21% among 410,000; O94925; AID 624170; Potency, µM (doses to about 45.5 µM), for the others: at the highest dose activity change, negative = inhibition, hits mostly inhibitors; also: % is scaled to controls: 0 for no effect and ±100 for the full control effect
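Enzyme dispensed in phosphate buffer (45 mM, pH 8.2, 0.02% Tween-20), compounds pinned in, then 1 mM L-glutamine solution and the glutamate oxidase–HRP–Amplex Red mix added; fluorescence read immediately and again after 30 min at room temperature.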
BLM inh = blocks DNA unwinding by human BLM helicase; P54132; hit rate 0.2% among 350,000; AID 2528; Potency, µM (top dose mostly 56.1 µM), without a hit: at the top dose activity change, negative = inhibition, hits mostly inhibitors; recombinant BLM DNA unwinding, fluorescence dequenching;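 also: plate controls were vehicle for no effect and no enzyme for full effect; nearly all actives have a fitted effect of over 35% in size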
BAZ2B inh = blocks human BAZ2B; Q9UIF8; AlphaScreen BAZ2B-H3K14Ac peptide displacement; Potency, µM (titrated, usually from 114 µM), for inactives: at the highest dose activity change, negative = inhibition, hits mostly inhibitors; hit rate 4.4% among 360,000; AID 504333; also: % is scaled to controls: 0 for no effect and ±100 for the full control effect; nearly all actives have a fitted effect of over 60% in size
Target sequence (Q9UIF8 whole entry, looked up): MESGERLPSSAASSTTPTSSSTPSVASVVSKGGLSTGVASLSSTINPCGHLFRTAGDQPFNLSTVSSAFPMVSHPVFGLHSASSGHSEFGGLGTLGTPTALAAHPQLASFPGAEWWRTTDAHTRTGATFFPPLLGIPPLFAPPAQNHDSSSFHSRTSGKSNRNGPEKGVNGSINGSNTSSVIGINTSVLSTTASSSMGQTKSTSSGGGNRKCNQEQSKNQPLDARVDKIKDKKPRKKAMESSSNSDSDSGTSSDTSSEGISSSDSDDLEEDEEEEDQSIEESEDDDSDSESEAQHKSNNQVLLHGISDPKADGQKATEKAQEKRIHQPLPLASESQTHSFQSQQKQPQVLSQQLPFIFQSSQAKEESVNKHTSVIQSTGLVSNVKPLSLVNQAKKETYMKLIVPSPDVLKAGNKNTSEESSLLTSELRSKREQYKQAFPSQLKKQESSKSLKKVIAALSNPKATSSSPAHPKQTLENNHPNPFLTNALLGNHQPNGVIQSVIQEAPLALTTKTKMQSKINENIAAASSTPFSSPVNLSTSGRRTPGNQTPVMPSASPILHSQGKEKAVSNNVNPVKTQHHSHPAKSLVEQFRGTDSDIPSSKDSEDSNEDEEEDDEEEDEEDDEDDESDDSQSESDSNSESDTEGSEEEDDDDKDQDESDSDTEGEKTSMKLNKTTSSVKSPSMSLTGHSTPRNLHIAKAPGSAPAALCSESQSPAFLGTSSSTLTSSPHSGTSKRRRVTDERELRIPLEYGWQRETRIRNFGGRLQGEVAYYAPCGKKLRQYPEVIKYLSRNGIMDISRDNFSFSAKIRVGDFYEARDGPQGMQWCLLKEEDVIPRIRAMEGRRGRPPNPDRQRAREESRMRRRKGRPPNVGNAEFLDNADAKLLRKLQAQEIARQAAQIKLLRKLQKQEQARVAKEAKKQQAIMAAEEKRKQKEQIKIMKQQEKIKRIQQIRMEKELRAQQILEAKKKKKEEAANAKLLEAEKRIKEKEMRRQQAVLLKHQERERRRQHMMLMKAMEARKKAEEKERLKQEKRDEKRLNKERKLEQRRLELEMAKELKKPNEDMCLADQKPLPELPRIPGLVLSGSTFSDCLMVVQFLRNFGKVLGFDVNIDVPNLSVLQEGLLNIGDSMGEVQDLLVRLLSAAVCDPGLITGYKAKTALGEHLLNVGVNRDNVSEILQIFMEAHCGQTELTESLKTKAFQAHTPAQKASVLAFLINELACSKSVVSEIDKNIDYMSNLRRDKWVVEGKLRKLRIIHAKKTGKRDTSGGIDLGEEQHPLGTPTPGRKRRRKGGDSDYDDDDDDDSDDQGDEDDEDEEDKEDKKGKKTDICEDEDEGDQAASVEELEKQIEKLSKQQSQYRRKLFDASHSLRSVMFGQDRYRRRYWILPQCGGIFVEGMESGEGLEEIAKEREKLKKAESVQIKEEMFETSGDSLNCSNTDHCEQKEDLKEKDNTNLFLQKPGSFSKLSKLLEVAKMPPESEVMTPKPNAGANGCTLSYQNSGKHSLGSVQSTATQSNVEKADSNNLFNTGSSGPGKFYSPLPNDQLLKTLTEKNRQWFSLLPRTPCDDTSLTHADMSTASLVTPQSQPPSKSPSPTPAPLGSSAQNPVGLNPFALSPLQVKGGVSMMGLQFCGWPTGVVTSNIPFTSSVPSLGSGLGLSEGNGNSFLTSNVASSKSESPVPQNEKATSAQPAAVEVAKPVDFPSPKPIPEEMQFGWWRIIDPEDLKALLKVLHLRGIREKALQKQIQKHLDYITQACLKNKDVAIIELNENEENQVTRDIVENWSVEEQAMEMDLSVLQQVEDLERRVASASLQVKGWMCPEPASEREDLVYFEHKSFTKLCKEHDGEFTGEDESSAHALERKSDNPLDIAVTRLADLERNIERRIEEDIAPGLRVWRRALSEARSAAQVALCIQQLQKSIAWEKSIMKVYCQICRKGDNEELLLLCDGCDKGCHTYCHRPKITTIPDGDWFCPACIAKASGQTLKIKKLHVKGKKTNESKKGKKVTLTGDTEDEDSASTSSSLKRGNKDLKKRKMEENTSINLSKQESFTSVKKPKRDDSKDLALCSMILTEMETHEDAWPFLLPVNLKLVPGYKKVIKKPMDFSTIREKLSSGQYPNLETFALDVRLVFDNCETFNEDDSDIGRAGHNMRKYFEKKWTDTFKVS
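Protein-peptide AlphaScreen: BAZ2B 50 nM, b-H3K14Ac 50 nM, 1x PBS pH 7.4 + 0.01% Tween-20. Preincubation 30 min RT; cpd 30 min RT (top 110 uM); beads 20 min RT, light-protected.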
HP1b binding inh = inhibitors of HP1-beta chromodomain binding to methylated histone tails. P83916. AlphaScreen HP1-beta / biotin-H3K9me3 peptide binding. Potency, µM (titrated, usually from 114 µM), without a hit: at the highest dose activity change, negative = inhibition, most hits filed as inhibitors. hit rate 0.56% among 390,000. AID 540317; also: nearly all actives have a fitted effect of over 70% in size; inactives centre near 23
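Compound inhibition of the preformed complex between 50 nM HP1-beta and 50 nM biotinylated H3K9me3 peptide was read by AlphaScreen. Buffer was PBS pH 7.4 with 0.01% Tween-20. Incubations ran 30 min at room temperature, with 10 ug/mL donor/acceptor beads.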
G9a block = blocks human histone lysine methyltransferase G9a | G9a H3K9 monomethylation, AlphaScreen, 2 h | Potency, µM (highest dose often 102 µM), for inactives: top-dose activity, negative = inhibition, usual class: inhibitors | hit rate 8.8% among 350,000 | Q96KQ7 | AID 504332; also: % is scaled to controls: 0 for no effect and ±100 for the full control effect; nearly all actives have a fitted effect of over 75% in size
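G9a (20 nM) preincubated 15 min RT with compounds, then 500 nM biotinylated H3K9 peptide and 20 uM SAM added; 2 h RT reaction. Monomethyl-H3K9 product detected by AlphaScreen with anti-H3K9me1 antibody, streptavidin donor and anti-rabbit IgG acceptor beads.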
JMJD2A Tudor inh = blocks the human JMJD2A Tudor domain; AID 504339; hit rate 4.4% among 390,000; Potency, µM (titrated, usually from 114 µM), inactives show at the top dose activity change, negative = inhibition, actives largely listed as inhibitors; AlphaScreen JMJD2A-Tudor / H3K4me3 peptide binding; O75164; also: % is scaled to controls: 0 for no effect and ±100 for the full control effect; nearly all actives have a fitted effect of over 50% in size
Pol iota inh = inhibitors of human DNA polymerase iota; hit rate 1% among 390,000; AID 588590; Potency, µM (highest dose often 115 µM), for inactives: top-dose activity, negative = inhibition, hits mostly inhibitors; Pol iota fluorescent replication assay, 10 min; Q9UNA4
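Pol iota at 10 nM preincubated 15 min with compounds at room temperature; reaction started with fluorescent substrate, 50 nM final. Fluorescence read kinetically at 0 and 10 min; buffer-only wells as negative control.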
* = called active by the depositor; i = inactive; ? = inconclusive; . = no result given; & = joins results of further samples; [ ] = dose if it differs, or a comment. Unless noted, calls follow the shape of the dose curve; as a rule, active = well fitted curve in the direction sought with a large enough effect; inconclusive = small, poorly fitted or top-dose-only effect, or another doubt; inactive = no such curve, though single readings can be large; an effect the other way counts as inactive or inconclusive. Potency is read from the fitted curve at half-maximal effect. The list is partial (hit frequency here may not be typical).

SMILES	PGK inhibitor	Pin1 inhibitor	GLS inh	BLM inh	BAZ2B inh	HP1b binding inh	G9a block	JMJD2A Tudor inh	Pol iota inh
O=C(CCN1C(=O)c2ccccc2S1(=O)=O)NCc1ccco1	.	-8%	3%	-1%	4%	25%	12%[59 µM]	-9%	15%
Cc1nc2c(C(=O)NCc3ccccc3Cl)c[nH]n2c(=O)c1Cc1cccc(Cl)c1	-17%	?	4%	-24%	?	5%	6%[59 µM]	?	56µM*
Cc1ccc(NC(=O)CCc2c(C)nc3c(-c4ccc(F)cc4)c(C)nn3c2C)cc1F	-6%	-6%	-1%	-4%	-9%	30%	1%[59 µM]	-1%	30%[activator]
CCOc1cc(S(=O)(=O)N2CCC(Cc3ccccc3)CC2)c(OCC)cc1-n1cnnn1	-7%	3%	7%	-10%	?	7%	-33%[12.7 µM]	-11%	15%
Oc1cc(NCc2cccnc2)ccc1-c1nc2ccccc2o1	5%	3%	17%	-4%	-2%	39%[activator]	26%[12.7 µM]	-1%	-1%
FC(F)(F)c1cnc(C(c2ccccn2)c2ncn[nH]2)c(Cl)c1 (configuration not stated)	i	-10%	-8%	1%	2.5µM*	28%	44%[activator]	16µM*	-13%
CC(C)N(Cc1nnc(-c2ccc(Cl)cc2)o1)C(=O)c1cc2ccccc2o1	-1%	20%	-1%	.	7%	54%[activator]	-6%[59 µM]	-15%	-27%
CCC(=O)c1cn(CCOc2ccccc2OC)c2ccccc12	-1%	0%	-4%	-9%	-2%	42%[activator]	.	0%	73%[activator]
CCOC(=O)c1c(NC(=O)CNC2CCCc3ccccc32)sc(C(N)=O)c1C (configuration not stated)	i	2%	-14%	4%	-15%	30%	-30%	-22%	-10%
COc1ccc(CNS(=O)(=O)c2ccc(-c3cnc(C4CC4)o3)cc2)cc1	-5%&-13%	-3%&-8%	-9%&-8%	-5%&-3%	-15%&-14%	36%&36%	3%	-8%&1%	?
Cc1cc(NC(=O)COC(=O)c2ccc(OC(F)(F)F)cc2)no1	-1%	-6%	5%	.	-4%	20%	3%[12.7 µM]	-5%	25%
CCS(=O)(=O)Nc1cccc(-c2cc(-c3ccccc3)c3cc(C)ccc3n2)c1	i	23%	-2%	1%	11%	-11%	-15%	?	10%
Cc1ccc(-c2ccc(=O)n(CC(=O)NCCC(C)C)n2)cc1	4%	7%	3%	-2%	10%	27%	12%	-14%	7%
COc1cccc(CNc2ccc3[nH]c(=O)[nH]c3c2)c1OCc1ccc(F)cc1	i	-11%	48%[activator]	-11%	45µM*	?	?	40µM*	21%
Cc1ccc(CC(CC(=O)O)C(=O)NCc2ccccc2)cc1 (configuration not stated)	-3%	1%	40%[activator]	0%	11%	22%	17%[59 µM]	-6%	191%[activator]

A draw from above in order of heavy-atom count, high to low:
SMILES	PGK inhibitor	Pin1 inhibitor	GLS inh	BLM inh	BAZ2B inh	HP1b binding inh	G9a block	JMJD2A Tudor inh	Pol iota inh
CCOC(=O)c1c(NC(=O)CNC2CCCc3ccccc32)sc(C(N)=O)c1C (configuration not stated)	i	2%	-14%	4%	-15%	30%	-30%	-22%	-10%
CC(C)N(Cc1nnc(-c2ccc(Cl)cc2)o1)C(=O)c1cc2ccccc2o1	-1%	20%	-1%	.	7%	54%[activator]	-6%[59 µM]	-15%	-27%
FC(F)(F)c1cnc(C(c2ccccn2)c2ncn[nH]2)c(Cl)c1 (configuration not stated)	i	-10%	-8%	1%	2.5µM*	28%	44%[activator]	16µM*	-13%

Additional records follow.
SMILES	PGK inhibitor	Pin1 inhibitor	GLS inh	BLM inh	BAZ2B inh	HP1b binding inh	G9a block	JMJD2A Tudor inh	Pol iota inh
O=C(O)C1CCN(S(=O)(=O)/C=C/c2ccccc2)CC1	.	-8%	0%	-3%	-8%	41%	24%[59 µM]	-15%	-29%
CCCc1nnc(SCc2ccc(C(=O)OC)o2)n1N	i	1%	-4%	-11%	5%	40%[activator]	3%[59 µM]	1%	4%
COc1ccc(C(=O)Nc2cc3c(cc2C(=O)c2ccccc2Cl)OCCO3)cc1	-2%	1%	2%	-8%	-18%	38%	1%[59 µM]	-7%	16%
Cc1cc(C(=O)N/N=C/c2cc(Br)cc([N+](=O)[O-])c2O)c2ccccc2n1	i	5%	17%	4%	50µM*	?	?	?	0%
CCC1CN(C(=O)N2CCC(C(=O)NCCN(C)C)CC2)c2ccccc2O1 (configuration not stated)	-9%	-3%	8%	-3%	-2%	-3%	-4%[59 µM]	-22%	24%
CC1CCC(NC(=O)CN2C(=O)NC3(CCCCCC3)C2=O)CC1 (configuration not stated)	-2%	9%	0%	.	2%	39%	12%[12.7 µM]	-7%	4%
COc1ccc(O)c(C(=O)CC(=O)c2ccncc2)c1	-11%	0%	-3%	.	.	6%	.	-10%	40%[activator]
Cc1nc(NC(=O)COC(=O)C(C)NC(=O)c2ccccc2)c(Cl)cc1Cl (configuration not stated)	-5%	-4%	-1%	.	6%	21%	-9%[12.7 µM]	-17%	15%
COC(=O)c1cnn(-c2ccccc2)c1/C=N/NC(=S)Nc1ccccc1	-6%	-6%	17%	-12%	-1%	34%	27%[59 µM]	?	-5%
Cc1[nH]c2ccc(C(=O)NCCCN3CCOCC3)cc2c1C	-1%	-4%	-6%	3%	-25%	18%	-50%	6%	-5%
COC(=O)c1ccccc1NC(=O)c1cc(CN2CCCC2)on1	i	5%	2%	-9%	-28%	51%[activator]	-1%[59 µM]	-28%	13%
CCOC(=O)Cn1c(=O)oc2cc(S(=O)(=O)Nc3c(C)cc(C)cc3C)ccc21	0%	?	2%	-15%	10%	41%[activator]	16%	-9%	-1%
O=C(NCCC1CC1(Cl)Cl)c1ccc([N+](=O)[O-])cc1 (configuration not stated)	0%	0%	-2%	-1%	-13%	30%	21%	-6%	152%[activator]
COc1cc(/C=C/C(=O)OC(C)C(=O)Nc2ccc(Cl)cn2)ccc1OC(F)F (configuration not stated)	5%	9%	-7%	.	.	43%[activator]	.	-8%	70%[activator]
CCOc1ccc(CCNC(=O)CCc2c(C)nc3ncnn3c2C)cc1OCC	2%	-1%	-1%	-3%	-7%	9%	-5%	-11%	3%
Cc1cc(S(=O)(=O)Nc2ccc(C(=O)N3CCN(C(=O)c4ccco4)CC3)cc2)ccc1F	-5%	-6%	14%	-5%	10%	19%	4%[59 µM]	-25%	1%
Cc1ccc(CSc2nnc(SCC(=O)N/N=C/c3c[nH]c4ccccc34)s2)cc1	?	?	75%[activator]	-14%	20µM*	-2%	?	?	3.5µM*
Cc1ccc(C(=O)NCC(C)(C)N2CCOCC2)s1	-7%	-7%	12%	-1%	8%	27%	18%[59 µM]	-3%	21%
Cc1cc(Nc2ccccc2)n(C(=O)c2ccc(Cl)cc2)n1	-8%	-31%	60%[activator]	1%	8%	31%	?	-3%	26%
CCOc1ccc(CCNc2ncnc3onc(-c4ccc(Cl)cc4)c23)cc1	i	9%	-8%	-3%	31%[57.1 µM]	71%[activator]	11%[59 µM]	24%	-5%
COc1ccccc1N(C)S(=O)(=O)c1ccc(C(=O)Nc2ccc(C(N)=O)cc2)cc1	0%	5%	2%	.	.	46%[activator]	.	0%	9%
COc1ccc(-c2noc(CN(C(=O)c3ccccc3Cl)C(C)C)n2)cc1	i	16%	5%	-4%	-3%	56%[activator]	5%[59 µM]	-9%	33%
CCOc1ccc(NC(=O)CSc2nncc(=O)n2N)cc1	i	3%	6%	-1%	-12%	66%[activator]	74%[activator]	-1%	-4%
O=C(COc1ccc(Cl)cc1)NNC(=O)c1ccc2c(=O)n3c(nc2c1)CCC3	-5%	7%	2%	.	-21%	39%	6%	-12%	10%
CC(=O)c1cccc(S(=O)(=O)NC2CCSc3ccccc32)c1 (configuration not stated)	-10%	0%	-23%	-4%	-16%	12%	28µM*	?	-5%
COc1ccc(N2C(=O)C3CCCN3C2c2cccc(C)c2)cc1Cl (configuration not stated)	1%	-6%	7%	-1%	4%	10%	?	-10%	28%
O=S(=O)(c1ccc(Cl)cc1)N1c2ccccc2Oc2nc3ccccc3nc21	-2%	13%	-8%	-4%	-27%	13%	?	-5%	-4%
COc1ccccc1NS(=O)(=O)c1cc(C(=O)NCc2ccncc2)ccc1C	-6%	3%	22%	.	23%	44%[activator]	32%[0.501 µM]	-11%	-11%
CCSc1nnc(NC(=O)CC)s1	-2%	-11%	-21%	1%	-5%	14%	-1%	-14%	-15%
CSc1nsc(SCC(=O)Nc2ccc3c(c2)OCCO3)n1	6%	-3%	21%	-3%	-8%	24%	3%[12.7 µM]	-12%	?
CC1CCN(C(=O)CCCN2C(=O)c3cccnc3Oc3ccc(Cl)cc32)CC1	-3%	1%	-10%	-1%	3%	34%	-22%	-6%	33%[activator]
CCc1c(C(=O)Nc2ccc(OC)cc2)[nH]c(C)c1C(C)=O	-4%	-2%	-10%	-4%	?	-3%	-7%[2.33 µM]	-29%	-6%

By substructure: those above containing an NH in an aromatic ring.
SMILES	PGK inhibitor	Pin1 inhibitor	GLS inh	BLM inh	BAZ2B inh	HP1b binding inh	G9a block	JMJD2A Tudor inh	Pol iota inh
Cc1nc2c(C(=O)NCc3ccccc3Cl)c[nH]n2c(=O)c1Cc1cccc(Cl)c1	-17%	?	4%	-24%	?	5%	6%[59 µM]	?	56µM*
FC(F)(F)c1cnc(C(c2ccccn2)c2ncn[nH]2)c(Cl)c1 (configuration not stated)	i	-10%	-8%	1%	2.5µM*	28%	44%[activator]	16µM*	-13%
COc1cccc(CNc2ccc3[nH]c(=O)[nH]c3c2)c1OCc1ccc(F)cc1	i	-11%	48%[activator]	-11%	45µM*	?	?	40µM*	21%
Cc1[nH]c2ccc(C(=O)NCCCN3CCOCC3)cc2c1C	-1%	-4%	-6%	3%	-25%	18%	-50%	6%	-5%
Cc1ccc(CSc2nnc(SCC(=O)N/N=C/c3c[nH]c4ccccc34)s2)cc1	?	?	75%[activator]	-14%	20µM*	-2%	?	?	3.5µM*
CCc1c(C(=O)Nc2ccc(OC)cc2)[nH]c(C)c1C(C)=O	-4%	-2%	-10%	-4%	?	-3%	-7%[2.33 µM]	-29%	-6%
